Compound activity (PubChem)
NCI-60 one-dose screen, 48 h, at 10 µM unless noted. Numbers give growth in % (100 = growth as untreated, 0 = no growth, -100 = all killed).
HL-60(TB): HL-60(TB) leukemia cells. hit rate 9% among 78,000. AID 1794776; active means growth percent below 10
* marks the source's active call; other numbers are inactive results; & = joins results of further samples; ! = not active in a repeat; [ ] = dose if it differs, or a comment. Not all compounds are listed; rates above refer to the full screens.

SMILES,HL-60(TB)
O=c1ssc2ccccc12,97
COc1cc(-c2nc(N3CCN(c4ccc(Cl)cc4)CC3)c3ccccc3n2)cc(OC)c1OC,91
CCCCCCCCCCCCSC(=NC)NC,-38*!
COc1cc(N(C(C)=O)c2ccc(O)cc2)c2ncccc2c1,111&83
COc1ccc(-c2nnc(Nc3c(C)cccc3C)o2)cc1OC,116
O=[P+](O)c1ccccc1,106
NS(=O)(=O)c1ccc(Nc2nc(=S)nc(Nc3ccccc3)[nH]2)cc1,105
CCOC(=O)c1nc(Nc2ccc(NC(=O)Nc3ccc(F)cc3)cc2)c2ccccc2n1,110
COc1ccc(NC(=O)C(=O)NO)c(OC)c1,99
Cc1cc(-c2cn(Cc3ccc4c(Br)cc(Br)c(O)c4n3)nn2)ccc1F,99
CC(C)=C(C)C1CC1CCNS(=O)(=O)c1ccc(C)cc1 (stereo unspecified),101
COc1cc2c(cc1OC)C13CCN4CC5=CCOC6CC(=O)N2C1C6C5C3C4 (stereo unspecified) (tested in a mixture with another compound),90

(further entries)
SMILES,HL-60(TB)
COc1cc2c(c(OC)c1OC)C1(NCC2)C(=O)Nc2c(Br)cc(Br)cc21 (stereo unspecified),128
O=C1Nc2cc(Cl)ccc2/C1=C/c1cccc(OCc2ccccc2)c1,-25*
COC(=O)C1(C2CCc3cc(OC)ccc3C2=O)NC(=S)NC(=O)C1C#N (stereo unspecified),102
Cc1ccccc1Oc1nc2sc3cc(Cl)c(Cl)cc3n2c(=N)c1C#N,85
N#C/C(=C(\CCCO)NCCCCCC(=O)O)c1nc2ccccc2c(=O)[nH]1,77
O=C(NNC(=O)c1ccc(NC(=O)c2ccccn2)cc1)Nc1ccc2ccccc2c1,105
Oc1c(Cl)cc(Cl)c2ccccc12.[Cu+2],92
CCOC(=O)c1c2c(cn1S(=O)(=O)c1ccccc1)-c1nc(N)sc1CC2,58
CC(=O)c1cc(-c2ccc3ncnc(N4CCc5cc(F)c(Cl)cc54)c3c2)cnc1N,106
Cc1ccc(C)c(NC(c2ccc(OC(F)F)c(OCC3CC3)c2)c2nnnn2C2CCCCC2)c1 (stereo unspecified),119
CN(Cc1ccccc1)c1nc(Cl)c(C2CC(c3ccc4c(c3)OCO4)=NN2c2ccccc2)s1 (stereo unspecified),100
S=C(N1CCCCCC1)N1CC1,72

(cont.)
SMILES,HL-60(TB)
O=C(CSc1nc2ccccc2c(=O)n1-c1ccc(S(=O)(=O)Nc2ccc(Cl)nn2)cc1)NCc1ccccc1,105
COc1ccc(Nc2nc(Nc3cc(C)[nH]n3)c3cc(OC)c(OC)cc3n2)cc1,-51*[20 µM]
O=P(c1ccccc1)(c1ccccc1)C(O)c1ccncc1 (stereo unspecified),106
COc1ccc(-c2nc(NN)c3c(C)nn(-c4ccc(F)cc4)c3n2)cc1,0.6*
OCCNCCNc1c2ccccc2nc2cc(Cl)ccc12,77
Cc1c(OCC(=O)c2ccccc2)ccc2c1oc(=O)c1ccccc12,111
CCOC(=O)CNC(=O)c1ccccc1C(=O)O,110
Cc1ccc(S(=O)(=O)Nc2ccc(C(=O)/C=C/c3cccc(F)c3)cc2)cc1,104
O=[N+]([O-])c1cc(-c2ccccc2)c(O)c([N+](=O)[O-])c1,57
CCOC(=O)c1ccc(NC(=S)NC(=O)c2cccc(NC(C)=O)c2)cc1,78[100 µM]
Cc1cccc(-n2c(SCC(=O)Nc3ccc(S(=O)(=O)Nc4nccs4)cc3)nc3ccccc3c2=O)c1,113
CCOC(=O)NNC(=S)Nc1ccccc1,106

Further records follow.
SMILES,HL-60(TB)
CCOC(=O)c1c(C)nc2c(c1N)C(=O)C(=O)N2Cc1ccccc1C(F)(F)F,83
CC(O)c1ncc(/C=C2\SC(=S)N(Cc3ccccc3)C2=O)s1 (stereo unspecified),85
CS(=O)(=O)c1ccc(-n2cc(/C=N/O)c(-c3ccc(Cl)cc3)n2)cc1,108
C=C(C)[C@@H]1CC[C@]2(C)[C@H](CC=C3[C@@H]4CC(C)(C)CC[C@]4(C(=O)N4CCN(C)CC4)CC[C@]32C)[C@@]1(C)CCC#N,78
Cc1cc(Cl)ccc1Nc1nc(C(F)(F)F)ccc1C(=O)NCC(=O)N/N=C/c1c(Cl)cccc1Cl,49
O=C(COc1ccc(/C=C2/C(=O)Nc3ccc(Cl)cc32)cc1)Nc1ccc(Br)cc1,10
Nc1nn(C(=O)Nc2ccc(Cc3ccccc3)cc2)c2ccc(Cl)cc12,25
CC(C)Cc1ccc(C(C)c2nn3cc(-c4ccccc4)nc3s2)cc1 (stereo unspecified),102
COc1ccc2c(c1)C(C)Cc1c(ncn3c(-c4ccc(Cl)cc4)nnc13)N2C (stereo unspecified),116
CC(=O)CC(C)=NCCN=C(C)CC(C)=O,107
CCOC(=O)c1ccc(NC(C)=O)cc1,100&94
CN1C(=O)CCS(=O)(=O)C1c1ccc(Cl)c(Cl)c1 (stereo unspecified),112

Exported with each value named: part of the list above.
C=C(C)[C@@H]1CC[C@]2(C)[C@H](CC=C3[C@@H]4CC(C)(C)CC[C@]4(C(=O)N4CCN(C)CC4)CC[C@]32C)[C@@]1(C)CCC#N
  HL-60(TB): 78
O=C(COc1ccc(/C=C2/C(=O)Nc3ccc(Cl)cc32)cc1)Nc1ccc(Br)cc1
  HL-60(TB): 10
COc1ccc2c(c1)C(C)Cc1c(ncn3c(-c4ccc(Cl)cc4)nnc13)N2C (stereo unspecified)
  HL-60(TB): 116
CC(=O)CC(C)=NCCN=C(C)CC(C)=O
  HL-60(TB): 107

More entries:
SMILES,HL-60(TB)
Cc1ccccc1NNc1ccccc1C,97
C[C@H]1[C@H]2[C@H]3CC[C@@H]4[C@@]5(C)CCCNC(C)(C)[C@@H]5CC[C@@]4(C)[C@]3(C)CC[C@@]2(C(=O)N2CCN(C)CC2)CC[C@@H]1C,89
COC1(OC)C2(Cl)CC(OC(C)=O)C1(Cl)C(Cl)=C2Cl (stereo unspecified),104
NCCN1CCN(c2nccc(-c3ccc(Cl)cc3)n2)CC1,76
CCOP(=O)(OCC)C(NC(=O)c1ccccc1)C1=NCCS1 (stereo unspecified),102
O=C1CC(c2ccccc2)c2ccc(O)cc2O1 (stereo unspecified),88
NC1=NC2(CCCCC2)N(c2ccc(S(N)(=O)=O)cc2)C(N)=N1,101
Cc1cc(=O)[nH]c(O)c1C#N,137&100&109
CCOC(=O)c1sc(NC(=O)/C=C/c2ccccc2)nc1N1CCN(c2ccc(OC)cc2)CC1,73
NC(=S)N/N=C/c1ccc2c(c1)OCO2,98
COc1cc(CCn2nnc3c(Nc4ccc(N5CCCC5)cc4)ncnc32)cc(OC)c1,110
CC(=O)/C=C\C(C)=O,91

Following part.
SMILES,HL-60(TB)
CSc1ccc(Cl)c(C(=O)Nc2sccc2C(N)=O)c1,91
C/C(=N/NC(=S)NC1CCCCC1)c1sc(Nc2cccc(O)c2)nc1C,111
COc1ccc(-c2nc(NCC(=O)c3ccc(Cl)c(Cl)c3)[nH]c(=O)c2C#N)cc1,89
CN(C)c1nc2ncnc(N(C)C)c2[nH]1,95
CCOC(=O)c1sc(Nc2ncccn2)nc1-c1ccccn1,109
O=C1c2cc(Cl)ccc2Oc2cc([N+](=O)[O-])ccc2N1c1ccc(I)cc1F,61
CCOC(=O)NC(O)C(Cl)(Cl)Cl (stereo unspecified),88
CCCC1(/C=N/NC(N)=O)NC(=O)NC1=O (stereo unspecified),108
Cc1cc(N2CCOCC2)nc(N(CCCNc2ccnc3cc(Cl)ccc23)Cc2ccc3c(c2)OCO3)n1,-61*
CC(=O)Oc1ccc(OC(C)=O)c(OC(C)=O)c1,117
COc1c2c(c(Br)c3c1C(CCc1ccccc1)N(C)CC3)OCO2 (stereo unspecified),14
COC(=O)c1ccc(O)c(N)c1,84

Carrying on.
SMILES,HL-60(TB)
CCCCCCCCNC(=O)C(C)C,100
CCOC(=O)SC1=Nc2c(c(-c3ccccc3)cn2-c2ccc(C)cc2)C2=NCCN12,99
O=C(Nc1ccccn1)c1ccc2ccc3ccc(C(=O)Nc4ccccn4)nc3c2n1,98
CCOC(=O)c1cnc(Nc2nc3ccccc3s2)[nH]c1=O,108
CC(=O)NC1=NC(=O)/C(=C/c2ccccc2Cl)N1C,108
c1ccc(COc2ccc3[nH]cc(CCN(Cc4ccccc4)Cc4ccccc4)c3c2)cc1,92
COc1ccc(S(=O)(=O)n2ccc(-c3ccc4c(c3)CCC(C)(C)O4)n2)cc1,60
Cc1nc(C(Cl)(Cl)Cl)[nH]c(=O)c1SCCO,56
COCCOC(=O)c1cccc(C)c1,111
Cc1ccc2oc(=O)cc(CSC(=S)N3CCOCC3)c2c1,101
O=C(/C=C\c1cccc([N+](=O)[O-])c1)c1ccccc1,-44*
O=C1Nc2ccccc2N2C1=NNC(=S)N2c1ccccc1,97

(list continues)
SMILES,HL-60(TB)
CS(=O)(=O)N1CCN(S(=O)(=O)c2ccc3c(c2)CN(C(=O)C(F)(F)F)CC3)CC1,103
CN(C)C(=O)c1cc2cnc(Nc3ccc(-c4csc5c(=O)cc(N6CCNCC6)oc45)cc3)nc2n1C1CCCC1,-21*
COC(=O)[C@]12CCC(C)(C)C[C@H]1C1=CC[C@@H]3[C@@]4(C)C=C(N5CCOCC5)C(=O)C(C)(C)[C@@H]4CC[C@@]3(C)[C@]1(C)CC2,83
COc1nc(N)nc(-n2c(-c3ccc(Br)cc3)nc3ccccc32)c1NCc1ccc(Br)cc1,94
COC(=O)CCCCCC1CCCCC1,91
Clc1ccc(C=Nc2ccc(Cl)cc2)cc1,95
CC(=O)N(C)C1=Nc2ccc(Cl)cc2C(c2ccccc2)=[N+]([O-])C1,135
Cc1ccc([C@@H]2C[C@@H]3Cc4cc(F)ccc4N2O3)o1,117
CC(C)(C)CC(C)(C)NCC#CCNC(C)(C)CC(C)(C)C,107
Clc1ccc2c(c1)C=C1CSCC3=Cc4cc(Cl)ccc4OC13O2,90
O=C(O)CCCN1C(=O)/C(=C\c2cn(-c3ccccc3)nc2-c2ccc(Cl)cc2)SC1=S,98
N#C/C(=C\NC(=S)Nc1cc(Cl)ccc1Cl)C(=O)c1ccc2ccccc2c1,104

Later entries.
SMILES,HL-60(TB)
COc1cc(C2=N/C(=C\c3cc4ccccc4nc3OC)C(=O)O2)cc(OC)c1OC,89
O=C(O)[C@@H]1c2ccccc2C(=O)N(c2ccc(Cl)cc2)[C@H]1c1ccc(Cl)cc1,92
C(#CCN1CCCC1)CCCN1CCCC1,110
CCOC(=O)c1sc(/N=C2\NC(=O)/C(=C3/C(=O)N(C)c4ccccc43)S2)nc1C,102
COc1cc(/C=N/N=C(N)N)ccc1O,108
[O-]c1c[n+](-c2ccc(Cl)cc2)no1,89
CS(=O)(=O)c1nccc(-c2c(-c3cccc(O)c3)nc3occn23)n1,113
COc1cc(/C=C2\CCC/C(=C\c3cc(CN4CCCCC4)c(O)c(OC)c3)C2=O)cc(CN2CCCCC2)c1O,93
CCOC(=O)C1=C(C(=O)OCC)N(c2ccc(F)cc2)C(N)=C(C#N)C1c1cc(=O)[nH]c2ccccc12 (stereo unspecified),99
O=C(O)c1cncc(Br)c1,165
O=C1/C(=C/c2ccccc2O)Oc2cc(O)ccc21,102
CCC1SC(=S)N(CCc2ccc(OC)c(OC)c2)C1=O (stereo unspecified),84

The results go on.
SMILES,HL-60(TB)
COc1ccc(/C=C2\N=C3SCN(c4ccc(C#N)cc4)CN3C2=O)cc1,91
CCCCOc1c(N)cc(Cl)cc1C(=O)OCCN(CC)CC,51
COc1cc(C(=O)Nc2n[nH]c(-c3cccc(Cl)c3)n2)cc(OC)c1OC,98
CN1CCN(c2nc3cc(-c4ccccc4)sc3c(=O)[nH]2)CC1,98
Cc1c(Cc2ccccc2)c(=O)oc2c(C)c(OCC(=O)NN)ccc12,102
c1ccc(CC2(Cc3ccccc3)N=C(c3ccccc3)C(c3ccccc3)=N2)cc1,49
Cc1[nH]c(-c2cccc(N)c2)c2c1C(=O)CCCC2,37
COc1ccc(C(C#N)(CCN(C)C)CN(C)C)cc1 (stereo unspecified),94
COc1ccc(Nc2nnc(-c3ccc(Cl)cc3)o2)cc1,81
Cc1ccc(N2CCN(C(=S)Cc3cccc4ccccc34)CC2)cc1,74
COc1ccc2c(c1)SC1=NC=C(C(=O)NNC(=O)c3ccncc3)[C@H](c3ccccn3)N12,101
OCCN(CCO)C(c1ccccc1)c1ccccc1,75

An excerpt from above in order of length of the SMILES, lowest first:
SMILES,HL-60(TB)
COc1ccc(C(C#N)(CCN(C)C)CN(C)C)cc1 (stereo unspecified),94
COc1ccc(Nc2nnc(-c3ccc(Cl)cc3)o2)cc1,81
Cc1[nH]c(-c2cccc(N)c2)c2c1C(=O)CCCC2,37
CN1CCN(c2nc3cc(-c4ccccc4)sc3c(=O)[nH]2)CC1,98
Cc1c(Cc2ccccc2)c(=O)oc2c(C)c(OCC(=O)NN)ccc12,102
c1ccc(CC2(Cc3ccccc3)N=C(c3ccccc3)C(c3ccccc3)=N2)cc1,49

The list continues:
SMILES,HL-60(TB)
O=[N+]([O-])c1ccc2nc(Cl)sc2c1,108
COc1ccc(/C=C2\CN(Cc3cn(CCCNc4ccnc5cc(Cl)ccc45)nn3)C/C(=C\c3ccc(OC)c(OC)c3)C2=O)cc1OC,-38*
CC(=O)NC1c2ccccc2-c2ccccc21,106
Clc1ccc(/C=N/Nc2nc3ccccc3s2)cc1,81
Nc1cc(=S)nc(N)[nH]1,103
CC1=N/C(=C\c2ccc(F)cc2)C(=O)N1CCc1ccc(S(N)(=O)=O)cc1,91
O=C(O)C(O)c1ccc(Cl)cc1 (stereo unspecified),101
S=c1n(CN2CCCCC2)nc(-c2cc(Cl)cc(Cl)c2Cl)n1/N=C/c1ccc(Cl)cc1,14
COc1ccc(-c2cc(-c3nnc(SCC(=O)Nc4ccc(C(C)=O)cc4)n3-c3ccccc3)c3ccccc3n2)cc1,90
